# Assay outcomes deposited in PubChem BioAssay by several laboratories.
# Her2 expr inh = lowers expression of human Her2 kinase; P04626; SKBR-3 HER2 protein level, AlphaScreen, 18-24 h; hits give low values; HER2 level % of control, % at 10 µM; 65,000 compounds, 0.69% hits; AID 645;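 active means HER2 level under 5% of the carrier-only control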;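 further: 100% = DMSO carrier and 0% = 500 nM PU-H71 HSP90 inhibitor; lower value means stronger loss of Her2 protein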
# HTR1E agonist = 5-HT1E (human) receptor agonism. P28566. CHO 5-HT1E Ga15 NFAT-bla reporter, FRET; 0% DMSO wells, 100% control agonist wells. activation, % at 6 µM. 65,000 compounds, 0.69% hits. AID 574;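 active means activation above a set limit, the screen-wide mean activation plus 3 SD, cut at about 8.5% in these data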;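 further: 100% = positive control agonist at 1 µM giving full maximal response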
# Target sequence (P28566 whole entry, looked up): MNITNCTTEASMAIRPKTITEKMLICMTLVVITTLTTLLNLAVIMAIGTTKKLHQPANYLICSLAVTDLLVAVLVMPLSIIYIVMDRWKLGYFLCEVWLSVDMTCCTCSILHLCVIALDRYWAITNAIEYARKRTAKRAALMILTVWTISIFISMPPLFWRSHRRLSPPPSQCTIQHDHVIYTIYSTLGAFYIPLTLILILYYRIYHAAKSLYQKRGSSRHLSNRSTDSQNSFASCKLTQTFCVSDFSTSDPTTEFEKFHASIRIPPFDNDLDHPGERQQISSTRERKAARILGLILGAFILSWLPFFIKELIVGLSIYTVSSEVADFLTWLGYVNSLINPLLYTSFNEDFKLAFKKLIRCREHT
# S1P3 ag = S1P3 (human) receptor agonism | activation, % at 4.5 µM | 60,000 compounds, 0.1% hits | Q99500 | S1P3 NFAT-BLA reporter cells, FRET ratio; relative to 1 µM S1P, basal subtracted;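 active means activation above the screen-wide mean plus 3 SD, cut at about 4.5% in these data, passing the limit was not always enough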; further: some compounds called inactive have numbers as strong as hits
# Target sequence (Q99500 whole entry, looked up): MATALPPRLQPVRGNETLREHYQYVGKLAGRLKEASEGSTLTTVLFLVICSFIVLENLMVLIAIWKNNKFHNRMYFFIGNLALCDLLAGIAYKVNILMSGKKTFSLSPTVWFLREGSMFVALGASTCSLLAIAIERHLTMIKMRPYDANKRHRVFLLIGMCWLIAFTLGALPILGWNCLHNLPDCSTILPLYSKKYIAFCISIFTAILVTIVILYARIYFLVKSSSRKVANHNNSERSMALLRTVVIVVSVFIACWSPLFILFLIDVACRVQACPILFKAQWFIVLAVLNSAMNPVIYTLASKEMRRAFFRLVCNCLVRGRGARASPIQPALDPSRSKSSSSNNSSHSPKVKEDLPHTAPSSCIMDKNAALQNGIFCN
#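 material = human S1P3 NFAT-BLA reporter CHO cells | schedule = 4 h compound at 37 °C, 2 h substrate at RT | measured by = fluorescent BLA substrate, ex 405 nm, em 460/535 nm ratio | controls = 1 µM S1P reference | replication = primary once, confirmation triplicate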
# HTR1E antagonist = antagonists of human 5-HT1E serotonin receptor; P28566; CHO 5-HT1E Ga15 NFAT-bla reporter, FRET, antagonist; inhibition, % at 6 µM; 65,000 compounds, 0.99% hits;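 active means inhibition above a set limit, the mean inhibition across every tested compound plus 3 SD, cut at about 29% in these data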;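 further: signal is the 460 over 535 nm emission ratio of beta-lactamase substrate; 0% = agonist plus DMSO wells and 100% = wells without agonist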
# Autofluor 339 = intrinsic fluorescence of library compounds, ex339/em460 – biochemical, MLSMR library, data from DPM-DC assay, artefact control, profiling panel | 65,000 compounds, 5.5% hits | fluorescence fold increase at 10 µM | compound autofluorescence, ex339/em460 nm, NADH buffer; hits give high values; 1 = no-compound wells, NADH background;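 active means at 10 µM, mean starting fluorescence two-fold or more over control wells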;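 further: signal is the first read of a kinetic run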
# S1P1 ag pot = S1P1 (human) agonism or agonism potentiation; P21453; AID 449; 56,000 compounds, 0.57% hits; activation, % at 9.5 µM; S1P1 CRE-bla cells, forskolin, beta-lactamase FRET, potentiator mode; S1P1 agonist co-added at EC20, 2 nM; 100% = saturating reference agonist, 0% = basal;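 active means activation above a cutoff set at the mean activation of all tested compounds plus 3 SD, cut at about 54% in these data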;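 further: forskolin at 4 µM as EC80 and the EC20 agonist is SEW2871; 100% = SEW2871 at its EC100 plus forskolin at EC80; some compounds past the cut are filed as inactive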
# Abs 340nm = compound absorbs light at 340 nm. 65,000 tested, under 10 active. fold change at 10 µM. compound absorbance at 340 nm, fold over control;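 active means at 10 µM dose, initial 340 nm absorbance at least 2 fold that of control wells; inactive means change under 2 fold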;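 further: initial absorbance extrapolated from kinetic A340 decline of NADH oxidation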
# MMP-13 inhibitor = MMP13 (human) collagenase inhibition | MMP-13 fTHP FRET cleavage, Mca fluorescence | inhibition, % at 4 µM | 65,000 compounds, 0.07% hits | AID 570;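 active means inhibition above the mean of compound-free control plate wells plus 3 SD, cut at about 14% in these data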;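 further: 0% = DMSO wells and 100% = wells with reference MMP-13 inhibitor after basal subtraction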
# 5-HT1A blocker = antagonists of human 5-HT1a serotonin receptor. P08908. CHO 5-HT1a Ga15 NFAT-bla reporter, antagonist mode. inhibition, % at 10 µM. 62,000 compounds, 0.68% hits. AID 612;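 active means inhibition above the mean of all tested compounds plus 3 SD, cut at about 43% in these data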;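 further: receptor stimulated by 5-CT agonist at 100 nM near EC80; beta-lactamase reporter measured by ratiometric fluorescence of a cleavable substrate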
# Starred values were filed as active, the others as inactive; nt = no result given.
SMILES,Her2 expr inh,HTR1E agonist,S1P3 ag,HTR1E antagonist,Autofluor 339,S1P1 ag pot,Abs 340nm,MMP-13 inhibitor,5-HT1A blocker
CCCOC(=O)C1=C(C)NC2=C(C(=O)C(C(=O)OC)C(C)C2)C1c1ccc(N(C)C)cc1 (configuration not stated),81,0.5,-0.1,5,1.4,-32,1,-14,-9
Cc1cc(=S)n(-c2ccccc2)n1C,97,-0.7,-0.8,1,1.1,-11,1,4,10
O=C(O)CCc1ccc(-c2ccc(F)cc2)n1CC(=O)O,108,1.2,nt,3,1.1,nt,1,-4,-6
COc1ccccc1NC1=NCC(=O)N1Cc1ccccc1,95,0.4,nt,-8,1.1,nt,1,6,2
COC(=O)c1cc(-c2ccc(OC)c(OC)c2)n[nH]1,113,0.0,nt,4,1.1,nt,1,7,-7
CCOC(=O)C1CCN(C(=O)c2ccccc2N(C)S(C)(=O)=O)CC1,78,-0.6,0.0,-19,1.1,-4,1,-2,-7
O=C(CCS(=O)(=O)c1cccs1)N1CCN(c2ccc(F)cc2)CC1,101,-0.5,nt,-4,1.1,nt,1,4,1
CN(CCc1ccccn1)C(=O)Nc1ccc(F)cc1,90,0.1,nt,-3,1,nt,1.1,1,9
COC(=O)Cn1c(=O)c2c(nc(Br)n2CC(=O)OC)n(C)c1=O,74,-0.4,-0.3,-4,1.1,-9,0.99,-2,-1
CCOC(=O)CC1=C(C(=O)OCC)C(c2ccc(OC)cc2OC)C(C#N)=C(N)O1 (configuration not stated),-20*,-0.7,-2.2,6,1.1,12,1.1,-4,7
NC(=O)COC(=O)c1ccc(S(=O)(=O)N2CCCCCC2)cc1,120,0.5,-0.4,-18,1,-16,1.1,4,-12
Cc1ccc(S(=O)(=O)c2ccc(Cl)cc2)cc1S(=O)(=O)N1CCOCC1,101,-0.4,-2.4,16,1.1,15,1.1,-2,10
COc1ccc(CCN=C2SCC(=O)N2C)cc1OC,86,0.1,0.4,0,0.98,-9,1,-4,-8
CC1(C)CC(=O)C(C=Nc2ccc3cn[nH]c3c2)=C(O)C1,103,-0.5,-2.2,40*,1.1,13,1.2,1,36
O=C(O)c1cccc(Cn2cc(Cl)cn2)c1,87,-0.2,-0.9,-7,1.2,-3,1.1,-1,-7
Cc1ccc(S(=O)(=O)Cc2ccc(C(=O)NCc3ccc4c(c3)OCO4)o2)cc1,115,0.3,-1.6,8,1.1,10,0.99,3,11
CCN(CC)CCCN1C(=O)C(O)=C(C(=O)c2ccc(C)o2)C1c1ccco1 (configuration not stated),67,0.6,-0.3,-8,1.1,nt,1.1,2,1
CCCCCCNS(=O)(=O)c1ccc(Cl)s1,95,-0.6,-0.1,8,1,-28,0.98,-1,4
Cc1cc(C(=O)N2CCN(C/C=C/c3ccccc3)CC2)no1,66,0.1,-1.6,1,1,-2,1,4,2
O=C(C1CCN(Cc2ccc(F)cc2)CC1)N(CCO)Cc1ccccc1,121,-0.9,-1.5,17,1,1,1.1,2,3

# Reprinted from the part before: 4 compounds, followed by the next part.
SMILES,Her2 expr inh,HTR1E agonist,S1P3 ag,HTR1E antagonist,Autofluor 339,S1P1 ag pot,Abs 340nm,MMP-13 inhibitor,5-HT1A blocker
CCN(CC)CCCN1C(=O)C(O)=C(C(=O)c2ccc(C)o2)C1c1ccco1 (configuration not stated),67,0.6,-0.3,-8,1.1,nt,1.1,2,1
CCCCCCNS(=O)(=O)c1ccc(Cl)s1,95,-0.6,-0.1,8,1,-28,0.98,-1,4
Cc1cc(C(=O)N2CCN(C/C=C/c3ccccc3)CC2)no1,66,0.1,-1.6,1,1,-2,1,4,2
O=C(C1CCN(Cc2ccc(F)cc2)CC1)N(CCO)Cc1ccccc1,121,-0.9,-1.5,17,1,1,1.1,2,3
O=C1OCCC1Sc1nnc(-c2ccccc2)o1 (configuration not stated),145,-2.0,-0.9,3,1.1,-8,1.1,0,-3
COc1c2c(nc3occc13)C(CCC(C)(C)O)(OC)C(O)CC2 (configuration not stated),122,26*,1.9,-13,1.1,-6,1.1,-1,-11
N#C/C(C(=O)N1CCOCC1)=C1\Nc2ccccc2S1,112,-0.4,-0.7,3,1,nt,1.4,4,-5
COC(=O)C1=C(C)Nc2nnnn2C1c1cccs1 (configuration not stated),92,-0.3,0.0,-3,1.1,-14,1,-4,-4
CCOC(=O)Cn1c(=O)c2c(nc(Br)n2CC(=O)OCC)n(C)c1=O,103,-1.3,-0.9,8,1.1,22,1.1,1,14
O=C(NCCCn1ccnc1)c1cc(C2CC2)on1,87,-0.5,-0.5,1,1.1,-13,1.1,3,3
COc1cc(-c2nc(-c3ccccn3)no2)cc(OC)c1OC,94,0.9,-0.9,-3,1.1,-55,1,2,4
Cc1cc(NS(=O)(=O)c2ccc(Br)s2)no1,143,0.3,0.3,4,1.1,8,1,-3,-2
COc1ncnc2c1N=C1CC(C)(C)CC(N)=C1S2,103,-0.2,-0.4,4,1,-25,1,1,10
Cn1c(N)c(C(=O)NCc2ccccc2)sc1=S,91,-0.7,-0.1,1,1,-21,1,-2,-8
COc1cccc(CNc2nc3ccccc3n2CCN2CCCCC2)c1OC,87,0.8,-1.8,4,1.1,-9,1,-2,43*
COc1ccc(Cn2nnc3c(=O)[nH]c(C4CCN(C(=O)c5ccccc5Cl)CC4)nc32)cc1,74,0.6,-0.1,2,1.1,-3,1,7,-12
CSc1nnc(-c2nnc(SC)n2-c2ccccc2)n1-c1ccccc1,170,0.6,-0.2,-4,1,nt,1,0,-2
Cc1ccn2cc(C(=O)Nc3ccccc3N3CCOCC3)nc2c1,123,-1.3,1.1,25,1.1,16,1,7,1
C=C(C)Cn1c(N2CCC(Cc3ccccc3)CC2)nc2c1c(=O)[nH]c(=O)n2C,63,3.9,nt,-4,1.1,nt,1,-1,-26
CC(=O)Nc1cc(S(=O)(=O)C(F)(F)F)ccc1Cl,94,0.0,-0.3,-8,1.1,4,1,2,3
COc1ccc(CNc2nc3nc(C)cc(C)n3n2)cc1OC,111,-0.6,-1.1,6,1.1,-21,1,-5,-2
O=C(CN(Cc1cccs1)C(=O)CN1C(=O)COc2ccccc21)NCc1ccco1,91,0.5,-0.5,-3,1,-12,1,3,4
O=C(CC(NCCN1CCOCC1)C(=O)O)Nc1cccc(Cl)c1 (configuration not stated),91,-1.2,-0.5,-2,1.1,8,1,-1,-11
COCCN(Cc1cc2cc3c(cc2n2nnnc12)OCO3)C(=O)c1ccccc1F,103,0.8,-0.8,-4,1.4,2,1,-6,-14

# Part of the list above in another layout.
COc1ccc(Cn2nnc3c(=O)[nH]c(C4CCN(C(=O)c5ccccc5Cl)CC4)nc32)cc1
  Her2 expr inh: 74
  HTR1E agonist: 0.6
  S1P3 ag: -0.1
  HTR1E antagonist: 2
  Autofluor 339: 1.1
  S1P1 ag pot: -3
  Abs 340nm: 1
  MMP-13 inhibitor: 7
  5-HT1A blocker: -12
CSc1nnc(-c2nnc(SC)n2-c2ccccc2)n1-c1ccccc1
  Her2 expr inh: 170
  HTR1E agonist: 0.6
  S1P3 ag: -0.2
  HTR1E antagonist: -4
  Autofluor 339: 1
  S1P1 ag pot: nt
  Abs 340nm: 1
  MMP-13 inhibitor: 0
  5-HT1A blocker: -2

# The list continues.
SMILES,Her2 expr inh,HTR1E agonist,S1P3 ag,HTR1E antagonist,Autofluor 339,S1P1 ag pot,Abs 340nm,MMP-13 inhibitor,5-HT1A blocker
CN1Cc2cc(C(=O)c3cc(Cl)cc(CSc4ncccn4)c3O)cnc2NC1=O,69,-1.0,-0.9,80*,1.1,-62,1.1,3,60*
COC(=O)CCn1nnc(-c2ccc(C)cc2)n1,101,0.0,0.3,3,1.1,-3,0.99,0,6
COC(=O)C(NS(C)(=O)=O)(c1c(C)[nH]c2ccccc12)C(F)(F)F (configuration not stated),98,0.6,-0.2,4,1.1,-9,0.99,3,3
Cc1c(C(=O)NCc2ccccn2)sc2nc(-c3ccccc3)cn12,100,0.8,-2.0,6,1.1,-9,1.1,6,-2
CCC(CC)C(=O)Nc1cc(OC)c(OC)cc1C(=O)O,83,0.3,-0.2,-7,1.1,nt,1,-5,-13
CCSc1nnc([C@H](C)NC(=O)OC(C)(C)C)o1,100,0.8,-0.8,-8,1.1,11,1,6,2
CC(=O)Cc1nsc(NC(=O)c2ccc(Br)o2)n1,89,-1.0,0.5,-10,0.99,-1,1.1,-3,2
CCOC(=O)c1c(C)c(C(=O)NCc2cccs2)c(C)n1C,100,-0.1,-1.8,7,1.1,9,0.97,11,14
CCC(=O)Nc1ccc(C(=O)n2nc(C)cc2C)cc1,62,1.9,-1.0,11,1.1,0,1,1,4
N#Cc1cn(CCOc2ccccc2F)c2ccccc12,108,-0.2,-1.0,17,1.1,2,1,-4,14
CCc1ccccc1NC(=O)Cn1nnc(-c2cccs2)n1,102,0.8,0.4,2,1,4,1,-5,2
CC(C)CCN1CC(C(=O)NCc2ccc(F)cc2)CC1=O (configuration not stated),144,-0.8,-0.1,-12,1.1,-9,0.97,-5,-13
COCCOCCOCCC(=O)NC1CC2CCC1(C)C2(C)C (configuration not stated),92,1.6,-3.6,-2,1,0,1,-2,nt
O=C(CNc1ccccc1)Nc1ccc(F)cc1,89,-1.4,-1.2,11,1.1,9,1.1,1,5
c1ccc2c(c1)NC(CN1CCOCC1)CO2 (configuration not stated),83,0.3,nt,0,0.91,nt,1,3,-11
O=C(C1CCN(S(=O)(=O)c2cccc3nsnc23)CC1)N1CCc2ccccc21,101,-0.3,0.0,6,1.1,-2,1,1,5
COc1ccc(NC(=O)c2c(C)cc(=O)oc2C)c(OC)c1,99,-0.2,-1.8,-10,1.1,0,1,2,nt
CC(C)C(NC(=O)c1cccs1)c1nnc(SCC(=O)Nc2nccs2)n1C (configuration not stated),155,-0.7,-0.7,16,1.1,nt,0.99,1,6
c1ccc(Cn2c(CSc3nnnn3-c3ccccc3)nc3ccccc32)cc1,77,-0.6,0.0,-2,1.3,-31,1,-8,6
COCCn1nnnc1C(c1ccc(OC)cc1)N1CCN(c2ccccc2F)CC1 (configuration not stated),111,-0.8,-0.1,-1,0.91,-2,0.98,1,14
CCOC(=O)CC(=O)CSc1nc(C)cc(-c2cccnc2)c1C#N,93,-1.1,-0.2,-2,1.6,-34,1.1,0,-8
C/C(N)=C(/C#N)C(=O)CSc1nnc(Cc2ccccc2F)n1N,112,-0.2,0.1,1,1.1,-5,1,0,3
COc1ccc(S(=O)(=O)NCCc2ccc(F)cc2)cc1,80,-0.4,0.7,-4,1.1,nt,1,1,-2
CCC(C)N(C(=O)COC(=O)Cc1n[nH]c(=O)c2ccccc12)C1CCS(=O)(=O)C1 (configuration not stated),67,0.3,0.2,-2,1.1,-17,1,-9,2
Cc1ccc(N(C(=O)Cn2nnc3ccccc32)C(C(=O)NCc2ccco2)c2ccc(C)o2)cc1 (configuration not stated),52,-0.9,-0.9,-5,1.1,11,1,-2,23
CCOc1ncccc1C(=O)OCc1cc(=O)oc2c(C)c(C)ccc12,74,-0.2,-0.4,5,1.2,-43,1.1,7,6
